PriA SSB inh: inhibitors of Klebsiella pneumoniae PriA binding to SSB C-terminal tail; AlphaScreen SSBct-PriA binding, biotinylated peptide; inhibition, % at 33 µM; actives 0.6% (n = 430,000); AID 1272365; in the data active = inhibition mostly above about 37%, no sharp cut-off; inactive = mostly below about 20%;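 note: plate controls were negative control peptide for no effect and reference peptide for full effect; strong numbers were not always called active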
* hit, by the source's call; & = joins results of further samples. A portion of the library; count on the stated rates, not on these rows.

SMILES	PriA SSB inh
CNc1nn(CC(=O)NCc2ccccc2Cl)c(N)c1-c1nc(-c2ccc(C)cc2)no1	16.0
CC(=O)Nc1ccc(C(=O)N2CCSC(c3ccccc3Cl)CC2)cc1 (stereo not given)	-10.0
O=C(NCCc1ccccc1)c1ccc2c(=O)nc3c(-c4cccc(F)c4)n[nH]n3c2c1	-5.0
CC(Oc1ccc(Cl)cc1)C(N)=NO (stereo not given)	0.3
CS(=O)(=O)N1CCC(C(=O)N2CC(Oc3nc4c(Cl)cccc4s3)C2)CC1	-14.0
CCNC(=O)NCc1cc(C)oc1C	-5.0
COc1cc(OC)cc(C(=O)NCCOc2ccc3nnc(-c4ccccc4OC)n3n2)c1	-2.0
CCOC(=O)c1ccc(Nc2nnc(Cc3csc(N)n3)s2)cc1	-6.0
O=C(NCc1ccc2c(c1)OCO2)c1cc(C2CC2)n([C@H]2CCS(=O)(=O)C2)n1	-14.0
CN(C)CC#CCNC(=O)c1ccc2nsnc2c1	0.0
CCN1C(=O)Cc2cc(NC(=O)Cc3ccc(OC)c(OC)c3)ccc21	18.0
Cc1ccc(OCC(=O)NN=C/C=C/c2ccco2)cc1C	5.6

Reprinted from the part before: 5 compounds, then new ones.
SMILES	PriA SSB inh
CCOC(=O)c1ccc(Nc2nnc(Cc3csc(N)n3)s2)cc1	-6.0
O=C(NCc1ccc2c(c1)OCO2)c1cc(C2CC2)n([C@H]2CCS(=O)(=O)C2)n1	-14.0
CN(C)CC#CCNC(=O)c1ccc2nsnc2c1	0.0
CCN1C(=O)Cc2cc(NC(=O)Cc3ccc(OC)c(OC)c3)ccc21	18.0
Cc1ccc(OCC(=O)NN=C/C=C/c2ccco2)cc1C	5.6
CN(c1ccccc1)S(=O)(=O)c1ccc(C(=O)Nc2nc(-c3ccc(Br)s3)cs2)cc1	-13.0
Cc1oc(-c2ccc(Cl)cc2)cc1C(=O)C(C#N)=CNc1ccccc1	3.9
O=S(=O)(NC1CCCCC1Sc1nncn1/N=C\c1ccco1)c1ccccc1 (stereo not given)	7.0
COCCCN1C(=O)C(=O)C(=C(O)c2ccc(S(=O)(=O)N3CCCCC3)cc2)C1c1ccc(O)c(OC)c1 (stereo not given)	-1.3
Cc1nc(SCc2ccccc2)[nH]c(=O)c1CC(=O)N1CCN(Cc2ccccc2)CC1	-16.0
CCOC(=O)c1c(C)c(C(=O)Nc2ccccc2OCC)c(C)n1CC	-9.0
O=C(CC1C(=O)N(c2ccccc2)C(=S)N1Cc1ccco1)Nc1ccccc1 (stereo not given)	24.0
N#Cc1cccc(C(=O)N2CCSC2c2ccc(C(F)(F)F)cc2)c1 (stereo not given)	-35.0
COc1ccc(CCS(=O)(=O)NCCN2CCN(c3ccccc3F)CC2)cc1	-16.0&1.0
COc1ccc(NC(=O)CC(C)=NNC(=O)c2cnccn2)cc1Cl	3.3
Nc1cc2cc(Br)ccc2cn1	-5.0
CC(=NNC(N)=O)c1ccc(-n2ccnc2)cc1	-4.1
COc1ccc(C)cc1NC(=O)NCCOc1ccc(F)cc1	-2.0
CO[C@@H](CNC(=O)c1cc(C)on1)c1ccc(C)s1	-13.0
Cc1nc(SCc2ccccc2)[nH]c(=O)c1CC(=O)O	19.0
CC1(C)C2CC=C(C=NNC(=O)c3ccccc3Br)C1C2 (stereo not given)	1.2
Cc1nn(C2CCS(=O)(=O)C2)c2nc(-c3ccco3)cc(C(=O)NCc3c(F)cccc3F)c12 (stereo not given)	4.0
O=C(CSc1ccc(F)cc1)Nc1cnoc1	-7.0
NCCn1ncc2c(N3CCN(c4ccc(F)cc4)CC3)ncnc21	-8.0&-1.0
O=C(Nc1ccc(Cl)cc1C(=O)c1ccccc1)c1ccc2c(c1)OCO2	-20.0
O=C(c1ccc(F)cc1)N1CCCCC(Sc2nnc3sc4ccccc4n23)C1=O (stereo not given)	-3.0
CC(=NN=C1NC(=O)C(CC(=O)Nc2ccc(C)c(Cl)c2)S1)C(C)C (stereo not given)	-2.6
CC1CCCCN1C(=O)Cn1c(CCO)nc2ccccc21 (stereo not given)	-14.0
Cn1c(SCC(=O)Nc2ccc3c(c2)OCCO3)nnc1-c1cccn(C)c1=O	-13.0
Cc1cc(C(=O)Nc2nnc(Cc3ccc(Cl)s3)o2)on1	-19.0
Nc1nnnn1N=Cc1ccc(N2CCCCC2)c([N+](=O)[O-])c1	-3.5
Cc1cc(C)n(CCNS(=O)(=O)c2ccc3c(c2)OCCO3)n1	-14.0
CCOC(=O)Nc1nc2ccccc2[nH]1	-5.0
Cc1cccc2nc(-c3cccc(NC(=O)C4CCCCC4C(=O)O)c3)cn12 (stereo not given)	6.0
CCCCc1ccc(NC(=O)CCc2csc(NC(=O)c3ccccc3)n2)cc1	-13.0
c1ccc(-c2ccn[nH]2)cc1	-9.0
COc1cccc(C(=O)NCC2CCS(=O)(=O)C2)c1 (stereo not given)	4.0
CN(C)c1ccc(CCNC(=O)C(=O)NC2CC2)cc1	4.0
NC(=O)c1ccccc1NC(=O)Cc1cc(=O)[nH]c(SCc2ccccc2)n1	-5.0
COc1cc(NC(=O)C[C@@H](CC(=O)O)c2cccs2)ccc1N1CCCC1=O	-8.0
O=S(=O)(NC1CCCCC1n1cc(-c2ccccc2)nn1)c1ccccc1 (stereo not given)	-2.0

5 entries drawn at random from those above:
SMILES	PriA SSB inh
CC(Oc1ccc(Cl)cc1)C(N)=NO (stereo not given)	0.3
NC(=O)c1ccccc1NC(=O)Cc1cc(=O)[nH]c(SCc2ccccc2)n1	-5.0
O=C(Nc1ccc(Cl)cc1C(=O)c1ccccc1)c1ccc2c(c1)OCO2	-20.0
Cc1oc(-c2ccc(Cl)cc2)cc1C(=O)C(C#N)=CNc1ccccc1	3.9
O=C(NCCc1ccccc1)c1ccc2c(=O)nc3c(-c4cccc(F)c4)n[nH]n3c2c1	-5.0

Carrying on:
SMILES	PriA SSB inh
CO[C@@H](CNC(=O)c1cccc(C(F)(F)F)c1)c1cccc(F)c1	-3.0
CC(=NNC(=O)COc1ccc(C)cc1C(C)C)c1cc2ccccc2o1	-1.1
COC(=O)c1ccc(C(=O)NC[C@H](OC)c2cccc(OC)c2)cc1	-17.0
CC(=NNC(=S)NCCc1ccccc1)c1ccc(Cl)cc1	5.2
CCOC(=O)c1c(-c2cccs2)csc1NC(=O)/C=C/c1ccccc1	-1.0
COc1ccc(/C=C\C(=O)N(c2ccc(C)cc2)C2C=CS(=O)(=O)C2)cc1 (stereo not given)	-5.0
COC(=O)c1ccc(NC(=O)Cn2cccc(-c3nc(-c4ccc(Cl)cc4)no3)c2=O)cc1	-2.0
CCOC(=O)Cn1c(=NC(=O)c2c(F)cccc2F)sc2cc3c(cc21)OCO3	-6.0
CC1(CC(=O)NN=Cc2ccc(-c3ccc(Cl)cc3)o2)OCCO1	1.1
Cn1cc(C(O)CN)c2ccccc21 (stereo not given)	-15.0
Cc1cc(OC2CN(C(=O)COc3ccccc3F)C2)cc(=O)n1C	-3.0
O=C(NCCn1ncc2c(N3CCOCC3)ncnc21)c1ccc(=O)oc1	-1.0
COc1ccc(OC)c(NC(=O)Cn2c(=O)n(CCc3nc(C)no3)c(=O)c3ccccc32)c1	-14.0
COc1ccc(C2=NN(C(=O)CSc3cn(Cc4ccc(Br)cc4)c4ccccc34)C(c3ccc(C)cc3)C2)cc1 (stereo not given)	3.0
O=C(CNC(=O)c1ccccc1)NN=Cc1cccs1	-0.5
COC(=O)N1CCc2ccc(NC(=O)Nc3cc(Cl)ccc3OC)cc2C1	10.0
CSc1ccccc1NC(=O)C(=O)NCC1CCN(c2nc3ccccc3o2)CC1	0.0
CC1(C)CC(=O)C2C(=Nc3nc(SCc4ccccc4Cl)nn3C2c2cccc(O)c2)C1 (stereo not given)	-8.0&12.0
CS(=O)(=O)c1ccc(C(=O)Nc2sc3c(c2C(N)=O)CCCC3)cc1	-9.0
COC(=O)c1ccc(NC(=O)C(=O)NCC(c2ccc(F)cc2)N2CCN(C)CC2)cc1 (stereo not given)	0.0
O=C(c1ccc(-n2cccc2)cc1)N1CCN(Cc2csc(-c3ccccc3)n2)CC1	29.0*
O=S(=O)(NCc1cccnc1-c1cccs1)c1ccc(-n2cccn2)cc1	-12.0
COc1ccc(NC(=O)C(=O)NCC(=O)N2CCOC(c3ccccc3)C2)cc1 (stereo not given)	-3.0
CCOc1ccc(S(=O)(=O)NCc2ccco2)cc1C(C)(C)C	4.0&6.0
CS(=O)(=O)Nc1cccc(NC(=O)c2cc(=O)[nH]cn2)c1	5.0
Nc1nonc1-n1nnc(C(=O)NN=Cc2ccc(Cl)cc2Cl)c1CN1CCOCC1	-6.2
COc1ccc(OC)c(-n2c(=S)[nH]c3cc(C(=O)Nc4ccc(Oc5ccccc5)cc4)ccc3c2=O)c1	8.0
Cc1ccccc1-c1n[nH]c(=S)n1N=C/C=C/c1ccco1	-4.2
O=C(Nc1cccc(Cl)c1)N1CC(S(=O)(=O)C2CCCCC2)C1	-19.0
COc1ccc(S(=O)(=O)NCc2ccco2)c(C)c1C	0.0&3.0
CCC(C(=O)NCC(C)(O)CCSC)c1ccccc1 (stereo not given)	-5.0
O=C(Cc1ccccc1)Nn1c(=S)[nH]c2ccccc2c1=O	8.0
O=C(C1CC1)N1CCN(Cc2nc3ccccc3[nH]2)CC1	-5.0
O=C(CN1CCc2nc(NC(=O)c3ccoc3)sc2C1)Nc1cccnc1	-11.0
CCC1CCCCN1S(=O)(=O)c1cn(C)c(=O)n(C)c1=O (stereo not given)	-8.0
CN(C1CCCCC1)S(=O)(=O)c1ccc(C(=O)Nc2cccc3c2C(=O)NC3=O)cc1	-7.0
CN(C(=O)/C=C/c1ccccc1)c1nnc(C23CC4CC(CC(C4)C2)C3)s1	3.0
COc1cc(C(C)=NN2CCN(Cc3ccc(C)cc3)CC2)ccc1O	-22.1
CC(=O)c1cccc(NC(=O)CSc2ccc(F)cc2)c1	0.0
Cc1cc(Oc2ncnc3c2cnn3-c2ccc(Cl)cc2)ccc1[N+](=O)[O-]	-2.0
CN(C)S(=O)(=O)NCc1cccc(Oc2ccccn2)c1	-11.0
O=C(NCCn1ccc(-c2cccs2)n1)c1cc(C2CC2)on1	-7.0
COc1ccc(CNC(=O)NCC(C)(OC)c2ccccc2F)cc1OC (stereo not given)	-21.0
Cc1c(Cl)cccc1NC(=O)Cc1cc(=O)[nH]c(SCc2ccccc2F)n1	-2.0
COc1cccc(C(C)=NNC(=O)c2cc(-c3cccnc3)nc3ccccc23)c1	-3.9
CCN(CC)C(=S)SCC(=O)c1cc(C)n(-c2ccccc2)c1C	-8.0
COc1ccc(C)cc1NC(=O)CSc1nccnc1-n1nc(C)cc1C	-26.0
O=C(c1cnn(-c2ccccc2)c1-n1cccc1)N1CCN(C(c2ccccc2)c2ccccc2)CC1	1.0
COc1cc(C(=O)N(Cc2cccnc2)c2nc3ccc(Cl)cc3s2)cc(OC)c1OC	-4.0
CCOc1ccccc1C(=O)NNC(=O)c1ccc(=O)n(Cc2ccccc2)c1	3.0
CCOc1ccccc1NC(=O)CSc1nc2ccsc2c(=O)n1Cc1ccco1	7.0
CCCCCCc1cc(C(=O)Cc2nc3ccccc3[nH]2)c(O)cc1O	-3.0
COc1ccc(CC(=O)Nc2ccc(C(C)=NNC(=O)c3ccc(OC)cc3OC)cc2)cc1	-1.9
O=[N+]([O-])c1ccc(C2CCCCC2=NOCc2ccccc2F)c([N+](=O)[O-])c1 (stereo not given)	50.3*
O=C(NCCn1nc(-c2ccco2)ccc1=O)C1CC(=O)N(c2cccc(Br)c2)C1 (stereo not given)	4.0
Cc1cccc(S(=O)(=O)NCCn2ncccc2=O)c1	-10.0
Cc1cc(NC(=O)Cc2cccc3ccccc23)on1	-11.0
C[C@@H](Cc1ccoc1)NS(=O)(=O)c1cccc(F)c1	-8.0
COC(=O)c1sc(-c2ccccc2)cc1NC(=O)c1ccc(Cl)cc1	-12.0
CO[C@@H](CNS(=O)(=O)c1ccc2c(c1)CCO2)c1ccccc1Cl	-15.0
Going on with the list:
SMILES	PriA SSB inh
CCc1ccc(S(=O)(=O)NCCOc2cc(N3CCOCC3)ncn2)cc1	8.0
Cc1ccc(S(=O)(=O)N2CCC[C@H](C(=O)Nc3cc(C)nn3C(C)C)C2)cc1	-7.0
CS(=O)(=O)N1CCCc2ccc(NC(=O)C(=O)NCCN3CCC(c4cccs4)CC3)cc21	-10.0
COc1ccc(NC(=O)C2CCCCN2S(C)(=O)=O)c2ccccc12 (stereo not given)	-14.0
O=C(Cn1cnc2c(sc3ccccc32)c1=O)Nc1ccc(F)c(F)c1	7.0
O=C(O)Cn1ccc(=O)c2cc(Cl)ccc21	-14.0
CSCC(C)(O)CNC(=O)NCCc1ccccc1 (stereo not given)	-3.0
CN1CCN(C(CN)c2ccsc2)CC1 (stereo not given)	15.0
C(=Nn1cnnc1)c1ccc(OCc2cccc3ccccc23)cc1	3.4
Cc1ccc(C(O)=C2C(=O)C(=O)N(Cc3ccco3)[C@@H]2c2ccc(OCc3ccccc3)cc2)cc1F	-11.0
Cc1ccccc1Nc1nc(N2CCC(Cc3ccccc3)CC2)nc2c1cnn2C	11.0
O=C(CCc1ccccc1)Nc1nc2ccc(F)cc2s1	-18.0
COc1ccc(C(=O)N2CCN(S(=O)(=O)c3ccc(C)c(C)c3)CC2)cc1	-14.0
O=C(NCCC(c1ccccc1)c1ccccc1)c1c[nH]c(=O)n(Cc2cccs2)c1=O	-3.0
CN1CCc2cc(C(CNC(=O)NC(C)(C)C)N3CCOCC3)ccc21 (stereo not given)	4.0
Cn1nc(-c2cccc(NC(=O)COc3ccc4ccccc4c3)c2)ccc1=O	0.0
O=C(COc1ccccc1C(=O)NN=Cc1ccc(O)c(O)c1)NN=Cc1ccc(O)c(O)c1	8.9
Cn1nc(C2CC2)cc1N1CCN(C(=O)c2c(F)cccc2F)CC1	-4.0
O=C(NCC[C@H](O)c1cc2ccccc2o1)c1ccoc1	-3.0
O=c1oc2ccc(Br)cc2cc1-c1nnc(Nc2ccccc2F)s1	-6.0

Among those listed so far, two have a CF3 group:
SMILES	PriA SSB inh
N#Cc1cccc(C(=O)N2CCSC2c2ccc(C(F)(F)F)cc2)c1 (stereo not given)	-35.0
CO[C@@H](CNC(=O)c1cccc(C(F)(F)F)c1)c1cccc(F)c1	-3.0

Bioassay records (PubChem)
